FUS yeast rescue = FUS proteinopathy suppression in yeast; S. cerevisiae FUS-expressing, growth rescue, OD600, 24 h; Potency, µM (doses to about 76.6 µM), for the others: at the highest dose growth rescue (activation), most hits filed as activators; 0.24% of 390,000 active; AID 1347120;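 also: potency is read from the fitted curve at half-maximal effect; plate controls were DMSO vehicle for no effect and reference control for full effect; nearly all actives have a fitted effect of over 55% in size; some results filed as inactive show a strong effect at the top dose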
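Compound concentration series was pinned onto galactose-induced FUS-expressing yeast seeded at OD 0.005. Plates sat 24hr at 30C; absorbance at 600 nm gave growth. DMSO served as background control.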
aSyn yeast inh = alpha-synuclein toxicity inhibition in yeast; Yeast expressing alpha-synuclein, growth rescue, BacTiter-Glo, 24 h; Potency, µM (series often up to 46.1 µM), inactives show top-dose growth rescue (activation), hits mostly activators; 0.14% of 370,000 active; AID 652106; also: potency is read from the fitted curve at half-maximal effect; % of control where 0% means no effect; nearly all actives have a fitted effect of over 65% in size
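Galactose-induced alpha-syn yeast (OD600=0.02, raffinose-pregrown) + pinned cpd, 24 hr, 30 deg C; growth by BacTiter-Glo luminescence. Growth restoration scores as activation.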
DRD3 agonist = D3 dopamine receptor (human) agonism. P35462. D3R DiscoveRx beta-arrestin cells, luminescence, 90 min. max activation, %. 0.58% of 410,000 active; in the data active = max activation above about 30%; also: 0% is about no effect; mostly tested at two doses, the higher about 12 µM
Target sequence (P35462 whole entry, looked up): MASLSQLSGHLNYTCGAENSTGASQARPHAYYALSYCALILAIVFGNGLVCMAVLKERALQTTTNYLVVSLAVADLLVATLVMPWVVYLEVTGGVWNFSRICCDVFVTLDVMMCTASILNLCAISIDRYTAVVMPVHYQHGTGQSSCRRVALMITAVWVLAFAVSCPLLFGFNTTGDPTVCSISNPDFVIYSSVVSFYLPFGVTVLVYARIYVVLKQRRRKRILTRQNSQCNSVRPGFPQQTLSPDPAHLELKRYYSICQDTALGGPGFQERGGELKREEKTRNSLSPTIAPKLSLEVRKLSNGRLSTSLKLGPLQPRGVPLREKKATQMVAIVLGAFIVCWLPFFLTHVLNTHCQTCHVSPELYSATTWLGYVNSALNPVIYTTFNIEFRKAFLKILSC
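Agonist mode: compounds and dopamine controls were applied to plated cells for 90 min at 37 degrees C after an overnight attachment at 1500 cells/well. Luminescent read-out followed 30 - 60 minutes at room temperature with DiscoveRx detection reagent.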
Abeta yeast res = A-beta toxicity reversal in yeast. Potency, µM (highest dose often 46.1 µM), inactives show at the highest dose growth rescue, most hits filed as activators. yeast expressing A-beta42, growth rescue, OD600, 48 h; response scale: 0% DMSO, 100% iron-clioquinol control. 0.063% of 410,000 active; also: potency is read from the fitted curve at half-maximal effect; nearly all actives have a fitted effect of over 55% in size
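Yeast growth medium received pinned compounds, then yeast cells expressing toxic A-beta were added; plates incubated at 30 C for 48 hr. Growth read as absorbance at 600 nm, normalized to DMSO and equimolar FeCl3 plus clioquinol controls.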
* hit, by the source's call; ? = inconclusive; nt = not tested or not shown. Unless noted, calls follow the shape of the dose curve; as a rule, active = well fitted activation curve with a large enough effect; inconclusive = small, poorly fitted or top-dose-only effect; inactive = no such curve, though single readings can be large or run the other way. An excerpt; the hit share may differ from the screen's.

1: O=S(=O)(CC1NCc2ccccc21)NCc1ccc(F)cc1 (stereo unspecified)
2: O=C(c1ccccc1Cl)N1CCC(Oc2cccnc2)CC1
3: COc1ccc(-n2c(SCC(=O)NN=Cc3c(O)ccc4ccccc34)nnc2-c2ccc(C(C)(C)C)cc2)cc1
4: Cc1ccc2c(c1)N(CCCC(=O)N(C)Cc1ccccc1Cl)C(=O)CO2
5: Clc1ccc(-n2c(SCc3cccc4ccccc34)nnc2-c2cccnc2)cc1
6: C[C@H]1[C@@H](OC(=O)NCc2ccccc2)CC[C@@]23CCCN2C(=O)CCC[C@@H]13
7: CC(C)NC(=O)C1CCN(c2cncnc2)CC1
8: Cc1ccc(S(=O)(=O)NCC(=O)N2CCN(c3ccccn3)CC2)cc1C
9: CCN(CC)c1ccc(C=Nn2c(-c3cc(C)[nH]n3)n[nH]c2=S)cc1
10: C[C@H](C(=O)N(C)c1ccccc1)[C@@H](O)c1ccc(Cl)cc1

| Compound | 1 | 2 | 3 | 4 | 5 | 6 | 7 | 8 | 9 | 10 |
| --- | --- | --- | --- | --- | --- | --- | --- | --- | --- | --- |
| Abeta yeast res | nt | nt | nt | nt | nt | nt | nt | nt | nt | nt |
| FUS yeast rescue | 5% | -11% | 2% | 40% | ? | 4% | 2% | -1% | 3% | 17% |
| DRD3 agonist | nt | nt | nt | nt | nt | nt | nt | nt | nt | nt |
| aSyn yeast inh | nt | nt | nt | nt | nt | nt | nt | nt | nt | nt |

11: COc1ccc(CSc2nnc(-c3cccc(C)c3)n2C)cc1
12: COc1ccc(C(=O)C2(C(=O)NCCO)CC(c3ccccn3)=NO2)cc1 (stereo unspecified)
13: COc1cccc(OC)c1NC(=O)OC1CCC12CCC(c1ccccc1)CC2 (stereo unspecified)
14: CCOC(=O)[C@@]12CCCC=C1N(CCc1ccc(Cl)cc1)C(=O)[C@H]2CC(=O)NCc1ccc(C)o1
15: COc1ccc(N2CCN(CCNS(=O)(=O)c3ccc(Cl)s3)CC2)cc1
16: O=C(NCCc1ccc(F)cc1)c1ccc2c(c1)ncn2C1CCCCC1
17: CCc1ccc(N2C(=O)C[C@@](C#N)(C(=O)OC)[C@H]2c2ccccc2)cc1
18: Cn1c(=O)cc(OCCCC(=O)Nc2cc(-c3cn[nH]c3)ccn2)c2ccccc21
19: O=C(OC12CCCN(C1)/C(=C/c1cccc(Cl)c1)C2)c1ccc(F)cc1 (stereo unspecified)
20: Cc1ccc(C)c(NC(=O)c2ccc(CS(=O)(=O)Cc3ccccc3C)o2)c1

| Compound | 11 | 12 | 13 | 14 | 15 | 16 | 17 | 18 | 19 | 20 |
| --- | --- | --- | --- | --- | --- | --- | --- | --- | --- | --- |
| Abeta yeast res | nt | nt | nt | nt | nt | nt | nt | nt | nt | nt |
| FUS yeast rescue | 11% | -16% | 12% | 42% | -1% | 4% | 6% | -13% | 43% | 8% |
| DRD3 agonist | nt | nt | nt | nt | nt | nt | nt | nt | nt | nt |
| aSyn yeast inh | nt | nt | nt | nt | nt | nt | nt | nt | nt | nt |

21: O=C(CN1C(=O)CCSc2ccccc21)Nc1cccc(Cl)c1F
22: O=C(CCC(=O)N1CCN(C2c3ccccc3-c3ccccc32)CC1)Nc1nnc(C(F)(F)F)s1
23: COc1nc(N)nc2c1ncn2[C@@H]1O[C@H](CO)[C@@H](O)[C@@H]1O
24: COC(=O)N[C@H](C(=O)N[C@@H](Cc1ccccc1)[C@@H](O)CN(Cc1ccc(-c2ccccn2)cc1)NC(=O)[C@@H](NC(=O)OC)C(C)(C)C)C(C)(C)C
25: Cc1cc2c(OCC(CNC(C)(C)C)OC(=O)c3ccccc3)cccc2[nH]1 (stereo unspecified)
26: C#Cc1cccc(Nc2ncnc3cc(OCCOC)c(OCCOC)cc23)c1
27: Cc1c(C(=O)NN2CCCCC2)nn(-c2ccc(Cl)cc2Cl)c1-c1ccc(Cl)cc1
28: CCCN1CNc2c(c(=O)[nH]c(=S)n2CCc2c(Cl)cccc2Cl)C1
29: O=S(=O)(c1cc(Cl)cc(Cl)c1)N1CCN(c2nc(-c3cccs3)nc3ccccc23)CC1
30: Cc1nc(Nc2ncc(C(=O)Nc3c(C)cccc3Cl)s2)cc(N2CCN(CCO)CC2)n1

| Compound | 21 | 22 | 23 | 24 | 25 | 26 | 27 | 28 | 29 | 30 |
| --- | --- | --- | --- | --- | --- | --- | --- | --- | --- | --- |
| Abeta yeast res | nt | nt | nt | nt | nt | nt | nt | nt | nt | nt |
| FUS yeast rescue | -1% | -1% | -15% | ? | 7% | 7% | ? | -6% | 7% | 8% |
| DRD3 agonist | nt | nt | 5 | 2 | -7 | -8 | -22 | nt | nt | -14 |
| aSyn yeast inh | nt | nt | nt | nt | nt | nt | nt | -3% | 1% | 3% |

Nos. 17 to 30 from above:
17: CCc1ccc(N2C(=O)C[C@@](C#N)(C(=O)OC)[C@H]2c2ccccc2)cc1
18: Cn1c(=O)cc(OCCCC(=O)Nc2cc(-c3cn[nH]c3)ccn2)c2ccccc21
19: O=C(OC12CCCN(C1)/C(=C/c1cccc(Cl)c1)C2)c1ccc(F)cc1 (stereo unspecified)
20: Cc1ccc(C)c(NC(=O)c2ccc(CS(=O)(=O)Cc3ccccc3C)o2)c1
21: O=C(CN1C(=O)CCSc2ccccc21)Nc1cccc(Cl)c1F
22: O=C(CCC(=O)N1CCN(C2c3ccccc3-c3ccccc32)CC1)Nc1nnc(C(F)(F)F)s1
23: COc1nc(N)nc2c1ncn2[C@@H]1O[C@H](CO)[C@@H](O)[C@@H]1O
24: COC(=O)N[C@H](C(=O)N[C@@H](Cc1ccccc1)[C@@H](O)CN(Cc1ccc(-c2ccccn2)cc1)NC(=O)[C@@H](NC(=O)OC)C(C)(C)C)C(C)(C)C
25: Cc1cc2c(OCC(CNC(C)(C)C)OC(=O)c3ccccc3)cccc2[nH]1 (stereo unspecified)
26: C#Cc1cccc(Nc2ncnc3cc(OCCOC)c(OCCOC)cc23)c1
27: Cc1c(C(=O)NN2CCCCC2)nn(-c2ccc(Cl)cc2Cl)c1-c1ccc(Cl)cc1
28: CCCN1CNc2c(c(=O)[nH]c(=S)n2CCc2c(Cl)cccc2Cl)C1

| Compound | 17 | 18 | 19 | 20 | 21 | 22 | 23 | 24 | 25 | 26 | 27 | 28 |
| --- | --- | --- | --- | --- | --- | --- | --- | --- | --- | --- | --- | --- |
| Abeta yeast res | nt | nt | nt | nt | nt | nt | nt | nt | nt | nt | nt | nt |
| FUS yeast rescue | 6% | -13% | 43% | 8% | -1% | -1% | -15% | ? | 7% | 7% | ? | -6% |
| DRD3 agonist | nt | nt | nt | nt | nt | nt | 5 | 2 | -7 | -8 | -22 | nt |
| aSyn yeast inh | nt | nt | nt | nt | nt | nt | nt | nt | nt | nt | nt | -3% |

29: O=S(=O)(c1cc(Cl)cc(Cl)c1)N1CCN(c2nc(-c3cccs3)nc3ccccc23)CC1
30: Cc1nc(Nc2ncc(C(=O)Nc3c(C)cccc3Cl)s2)cc(N2CCN(CCO)CC2)n1

| Compound | 29 | 30 |
| --- | --- | --- |
| Abeta yeast res | nt | nt |
| FUS yeast rescue | 7% | 8% |
| DRD3 agonist | nt | -14 |
| aSyn yeast inh | 1% | 3% |

(more compounds)
31: COc1cc2c(cc1OC)C(COc1ccc(C(C)C)cc1)N(C(=O)COc1ccccc1)CC2 (stereo unspecified)
32: Cc1cccc(-n2cnc3cc(C(=O)NC4CCCCCC4)ccc32)c1
33: Cc1ccc(CNC(=O)c2ccc3c(c2)nc(C)n3-c2cccc(F)c2)cc1
34: Cc1ccc(-n2cnc3cc(C(=O)NC4CCCCCC4)ccc32)cc1Cl
35: COc1ccc(CC(=O)N2CCc3cc(OC)c(OC)cc3C2COc2cc(C)cc(C)c2)cc1OC (stereo unspecified)
36: Cc1cccc(-n2cnc3cc(C(=O)NCc4ccccc4Cl)ccc32)c1
37: COc1ccc(C(=O)N2CCc3cc(OC)c(OC)cc3C2COc2ccccc2OC)cc1 (stereo unspecified)
38: CCc1ccc(OCC2c3cc(OC)c(OC)cc3CCN2C(=O)Cc2ccc(OC)c(OC)c2)cc1 (stereo unspecified)

| Compound | 31 | 32 | 33 | 34 | 35 | 36 | 37 | 38 |
| --- | --- | --- | --- | --- | --- | --- | --- | --- |
| Abeta yeast res | 0% | 3% | -4% | -1% | -1% | -11% | -9% | 15% |
| FUS yeast rescue | 39% | 44% | 15% | 23% | ? | ? | ? | ? |
| DRD3 agonist | 4 | -21 | -12 | -16 | 2 | -18 | -5 | 6 |
| aSyn yeast inh | nt | nt | nt | nt | nt | nt | nt | nt |
